TRPC4 potent – allosterically enhances the mouse TRPC4 cation channel. Q9QUQ5. HEK293 TRPC4beta/mu-opioid, DAMGO EC20, Fluo-4 Ca2+ flux; active compounds read high. B-score at 10 µM. 0.42% of 310,000 active. AID 2227;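 active means B-score of calcium response area above 5 SD of library B-scores, with initial fluorescence ratio within 5 SD of library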;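 further: B-score of integrated fluorescence ratio over time as area under calcium response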
Target sequence (Q9QUQ5 whole entry, looked up): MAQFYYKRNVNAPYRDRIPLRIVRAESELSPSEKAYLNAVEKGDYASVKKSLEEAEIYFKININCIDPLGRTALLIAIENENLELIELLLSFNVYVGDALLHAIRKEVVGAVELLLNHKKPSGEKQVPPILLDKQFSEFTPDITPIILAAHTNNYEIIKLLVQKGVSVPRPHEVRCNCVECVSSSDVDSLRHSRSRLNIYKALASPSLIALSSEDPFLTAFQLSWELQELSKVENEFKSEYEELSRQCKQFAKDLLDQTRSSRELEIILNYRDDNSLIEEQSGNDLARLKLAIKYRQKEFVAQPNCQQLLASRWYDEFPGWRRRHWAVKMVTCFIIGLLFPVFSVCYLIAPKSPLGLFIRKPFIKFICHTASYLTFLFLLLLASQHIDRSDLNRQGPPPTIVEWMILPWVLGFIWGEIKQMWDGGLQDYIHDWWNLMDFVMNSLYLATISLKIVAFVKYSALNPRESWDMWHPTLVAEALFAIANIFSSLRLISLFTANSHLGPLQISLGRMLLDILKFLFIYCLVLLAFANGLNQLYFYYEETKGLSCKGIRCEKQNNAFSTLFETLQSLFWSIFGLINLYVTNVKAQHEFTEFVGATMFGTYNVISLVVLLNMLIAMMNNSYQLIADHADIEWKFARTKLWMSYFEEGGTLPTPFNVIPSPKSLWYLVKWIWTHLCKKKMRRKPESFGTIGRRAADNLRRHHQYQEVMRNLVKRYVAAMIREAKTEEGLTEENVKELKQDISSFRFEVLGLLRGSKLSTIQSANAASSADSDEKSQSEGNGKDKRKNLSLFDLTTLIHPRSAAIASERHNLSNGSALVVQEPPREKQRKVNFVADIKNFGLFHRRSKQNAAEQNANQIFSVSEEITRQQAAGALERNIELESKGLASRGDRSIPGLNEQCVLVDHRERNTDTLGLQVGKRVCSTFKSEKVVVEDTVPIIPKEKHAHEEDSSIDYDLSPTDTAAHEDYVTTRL
TRPC4 agonist – activators of mouse TRPC4 channel. Q9QUQ5. HEK293 TRPC4beta/mu-opioid, Fluo4 calcium fluorescence; active compounds read high. B-score at 10 µM. 0.49% of 310,000 active. AID 2237;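 active means B-score above 5 SD of library B-scores, and initial fluorescence ratio not above library mean plus 5 SD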;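 further: positive B-score marks a calcium rise read as TRPC4 activation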
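Assay system: HEK293 stable line with TRPC4beta plus mu-opioid receptor. Times: dye 45 min RT, read 110 s. Measured by: kinetic Fluo4 calcium fluorescence. Measure: B score of integrated ratio. Controls: assay buffer as low control, maximal DAMGO as high control.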
TRPC4 inh – inhibitors of mouse TRPC4 channel | HEK293 TRPC4beta/mu-opioid, DAMGO-evoked Fluo4 calcium flux; active compounds read low | B-score at 10 µM | 0.39% of 300,000 active | AID 2247;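 active means B-score over 3 SD under the library average, no early fluorescence shift, positive overall ratio signal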
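test system = HEK293 cells with stable TRPC4beta plus mu-opioid receptor expression | detection = Fluo4 Ca2+ flux fluorescence | read-out = integrated fluorescence ratio relative to baseline, converted to per-well B score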
MrgX1 PAM – allosterically activates human MrgX1 receptor signaling | B-score at 10 µM | 0.63% of 310,000 active | AID 588675 | MrgX1-HEK293, Fluo-4 calcium flux, FDSS; active compounds read high;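 active means plate-corrected calcium response at least 3 library SD above typical, normal starting fluorescence, not activating the receptor alone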;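 further: compound read alongside a low EC10 to EC30 dose of BAM8-22 agonist; peak minus trough fluorescence over baseline measured at the second addition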
TRPC6 activator – mouse TRPC6 channel activation. Q61143. HEK293-TRPC6 membrane potential dye fluorescence; active compounds read high. B-score at 10 µM. 0.13% of 310,000 active. AID 2550;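 active means B-score of the integrated fluorescence ratio above library mean plus 3 SD, and starting fluorescence ratio within library mean plus 5 SD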;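 further: higher score means more depolarization so channel activation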
MrgX1 ag – human MrgX1 receptor agonism, primary screen; 0.44% of 310,000 active; MrgX1-HEK293 cells, Fluo-4 calcium fluorescence, agonist mode; active compounds read high; B-score at 10 µM;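 active means calcium response B-score plate-corrected fluorescence ratio at least 3 library SD, with starting fluorescence B-score inside 5 SD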
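System: HEK293 cells stably expressing human MrgX1 receptor; Dosing: test compound in the initial addition of three; Schedule: overnight plating, then 30 min 37 °C plus 30 min room-temperature dye loading; Detection: kinetic calcium dye fluorescence, Fluo-4 NW; Controls: per-plate positive and negative controls for Z′ factor.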
AI-2 QS mod – modulators of Vibrio harveyi AI-2 quorum sensing system; AID 2094; activity change, % at 7.5 µM; Vibrio harveyi JMH597 AI-2 luminescence/OD600 ratio, 9 h; active compounds read low; strain lacks LuxN and CqsS sensors; 0 = neutral-control median; 0.4% of 300,000 active; in the data active means activity change below about -75%, passing the limit was not always enough;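 further: luminescence divided by OD600 gain over 9 h not by final OD600 alone; inactives centre near 13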
TRPC6 inh – inhibitors of mouse TRPC6 channel | AID 2553 | HEK293-TRPC6, membrane potential dye, ACh-evoked depolarization; active compounds read low | B-score at 10 µM | 1.1% of 310,000 active;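 active means B-score under library mean minus 3 SD, initial fluorescence not abnormally high, positive integrated signal ratio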;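 further: B-score derived from integrated fluorescence ratio over the kinetic read; more negative B-score means stronger inhibition of depolarization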
HIF activator – HIF pathway transcriptional activation; U2OS HRE-luciferase reporter, luminescence; normalized: DMSO 0%, desferrioxamine 100%; activation, % at 7.5 µM (by protocol); 0.32% of 300,000 active; AID 1910;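 active means mean activation of at least 10% of the iron chelator positive control signal, with at least half of replicates also reaching 10%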
MrgX1 antagonist – antagonists of human MrgX1 receptor. B-score at 10 µM. 1.3% of 310,000 active. MRGX1-HEK293 calcium flux, Fluo-4, BAM8-22 antagonism; active compounds read low. Q96LB2;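 active means calcium-response B-score plate-corrected more than 3 library SD below zero, starting fluorescence within 5 deviations, no agonist response on first addition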;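 further: peak minus trough fluorescence over baseline after final BAM8-22 challenge near maximal dose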
PolyA inhibitor – inhibitors of polyadenylation in S. cerevisiae; 0.02% of 300,000 active; AID 1875; S. cerevisiae SKY197-pL101 polyadenylation reporter, beta-gal luminescence; efflux-impaired pdr1/pdr3 knockout yeast; score 100 = 6 SD above DMSO; calls only at 12 µM;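 active means lowest replicate activity score at least 50, where 100 means six control SD above control mean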;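 further: yeast exposed to compound for 9 h at 30 °C; higher score means more reporter readthrough which indicates perturbed polyadenylation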
Starred values were filed as active, the others as inactive; i = inactive; · = no result given. Only part of the results is shown, so the mix of outcomes need not match the whole.

structure	TRPC4 potent	TRPC4 agonist	TRPC4 inh	MrgX1 PAM	TRPC6 activator	MrgX1 ag	AI-2 QS mod	TRPC6 inh	HIF activator	MrgX1 antagonist	PolyA inhibitor
CCc1ccc2[nH]cc(S(=O)(=O)c3ccc(C)c(C)c3)c(=O)c2c1	i	i	i	i	i	i	19	i	-0.7	i	i
O=C(c1cc(Cl)cc(Cl)c1)N1CCN(c2cc(C(F)(F)F)nc3ccccc23)CC1	i	i	i	i	i	i	12	i	-0.2	i	i
O=C(Nc1ccccc1N1CCOCC1)c1ccccc1[N+](=O)[O-]	i	i	i	i	i	i	19	i	-0.2	i	i
O=C(c1cccc([N+](=O)[O-])c1)N1CCCC(C(=O)N2CCN(c3ccccc3)CC2)C1 (configuration not stated)	i	i	i	i	i	i	20	i	-0.2	i	i
COc1ccccc1OCC(=O)Nn1c(=S)[nH]c2ncccc2c1=O	i	i	i	i	i	i	15	i	-1.9	i	i
Oc1nc(Nc2ccc(F)cc2)sc1/C=C1\C=Nc2ccccc21	i	i	i	i	i	i	43	i	0.1	i	i
CCOC(=O)c1cnc2c(-c3ccc(Cl)cc3)cnn2c1C	i	i	i	i	i	i	-1	i	1.7	i	i
COc1ccc(N2CC(C(=O)Nc3cc(C)on3)CC2=O)cc1 (configuration not stated)	i	i	i	i	i	i	16	i	0.0	i	i
Cc1ccc(C)c(-n2ccnc2SCC(=O)O)c1	i	i	i	i	i	i	11	i	-0.1	i	i
Cc1cc(NCc2ccccn2)n2c(nc3ccccc32)c1C#N	i	i	i	·	i	·	15	i	-0.8	·	i
Cc1nnc(-c2ccc(Cl)cc2)nc1NCCN(C)C	i	i	i	i	i	i	6	-5*	0.1	i	i
CN(CC(=O)NC1CCCc2ccccc21)C1CCCCC1 (configuration not stated)	i	i	-5*	i	i	i	7	i	-0.6	i	i
COc1ccc(CNC(=O)COc2cc3c(c4oc(=O)cc(C)c24)CCC(C)(C)O3)cc1	i	i	i	i	i	i	3	i	0.0	i	i
COc1ccccc1C(=O)NNC1=C(C(=O)C(F)(F)F)CCC1	i	93*	i	i	i	39*	43	i	·	i	i
Cc1ccc2ncc(S(=O)(=O)c3ccccc3)c(N3CCCCC3C)c2c1 (configuration not stated)	i	i	i	i	i	i	3	i	-0.7	i	i
CCCN1C(=O)SC(CC(=O)Nc2ccccc2)C1=O (configuration not stated)	i	i	i	i	i	i	39	i	0.4	i	i
Cc1ccc(C(=O)N/N=C/c2ccc(-c3cccc(Cl)c3)o2)cn1	i	i	i	i	i	i	31	i	0.5	i	i
CSc1ccc(CN(C)Cc2cc(=O)oc3c(C)c(C)ccc23)cc1	i	i	i	i	i	i	19	i	0.8	i	i
COc1cc(C2C(C#N)=C(C)NC3=C2C(=O)CC(C)(C)C3)cc(OC)c1O (configuration not stated)	i	i	i	i	i	i	40	i	-0.2	i	i
COc1ccc(Oc2ccccc2/C=N/O)cc1	i	i	i	i	i	i	16	i	0.9	i	i
CSc1cccc(NC(=O)c2cccc3cccnc23)c1	i	i	i	i	i	i	18	i	2.4	i	i
COc1ccc(-c2c(C)oc3c(CN4CCOCC4)c(O)ccc3c2=O)cc1	i	i	i	i	i	i	15	i	0.3	i	i
CCCn1cc2c(c1-c1cccc(C)c1)c(=O)n(C)c(=O)n2C	i	i	i	i	i	i	9	i	-0.4	i	i
CCOC(=O)c1ccc(NC(=S)N(CCN2CCCCCC2)Cc2ccco2)cc1	i	i	i	i	i	i	-1	i	-0.2	i	i
CNC(=O)C1C2C=CC3(O2)C1C(=O)N(CCOC)C3C(=O)NCc1ccc(OC)cc1 (configuration not stated)	i	i	i	i	i	i	0	i	1.4	i	i
Cc1ccc(OCc2cc(C(=O)N(C)CCc3ccccn3)no2)cn1	i	81*	i	i	i	i	9	i	0.5	i	i
NC(=O)COC(=O)c1ccc(-c2ccccc2)cc1	i	i	i	i	i	i	27	i	-44	i	i
COc1cn(-c2ccccc2)nc1C(=O)Nc1ccc(C)cc1Cl	i	i	i	i	i	i	19	i	-0.3	i	i
O=C(c1ccc(NC2=NC3CS(=O)(=O)CC3S2)cc1)N1CCN(c2ccc(F)cc2)CC1 (configuration not stated)	i	i	i	i	i	i	30	i	0.2	i	i
COc1ccc(/C=N/NC(=O)c2ccoc2C)cc1CN1CCN(c2ccc(F)cc2)CC1	i	i	i	i	i	i	18	i	-12	i	i

Compound profiles (already shown). Values in the order: TRPC4 potent, TRPC4 agonist, TRPC4 inh, MrgX1 PAM, TRPC6 activator, MrgX1 ag, AI-2 QS mod, TRPC6 inh, HIF activator, MrgX1 antagonist, PolyA inhibitor
O=C(c1cc(Cl)cc(Cl)c1)N1CCN(c2cc(C(F)(F)F)nc3ccccc23)CC1 is listed as i, i, i, i, i, i, 12, i, -0.2, i, i
COc1ccc(/C=N/NC(=O)c2ccoc2C)cc1CN1CCN(c2ccc(F)cc2)CC1 is listed as i, i, i, i, i, i, 18, i, -12, i, i

Structures listed above printed as active in TRPC4 inh:
SMILES,TRPC4 potent,TRPC4 agonist,TRPC4 inh,TRPC6 activator,MrgX1 ag,AI-2 QS mod,MrgX1 antagonist,PolyA inhibitor
CN(CC(=O)NC1CCCc2ccccc21)C1CCCCC1 (configuration not stated),i,i,-5*,i,i,7,i,i

Additional structures:
structure	TRPC4 potent	TRPC4 agonist	TRPC4 inh	MrgX1 PAM	TRPC6 activator	MrgX1 ag	AI-2 QS mod	TRPC6 inh	HIF activator	MrgX1 antagonist	PolyA inhibitor
CC(=O)Nc1nc(N(C)C)nc(N(C)C)n1	i	i	i	i	i	i	21	i	0.1	i	i
CCc1cc(=O)oc2c(C)c(O)c(CN(C)C)cc12	i	i	i	i	i	i	15	i	-0.4	i	i
O=C(Nc1nc(-c2ccccc2)cs1)c1ccccc1F	i	i	i	i	i	i	2	i	1.8	i	i
O=C(O)Cc1c(O)ccc2ccccc12	i	i	i	i	i	i	12	i	1.4	i	i
Cc1cc(C)c(C)c(S(=O)(=O)Nc2ccc(C(=O)N3CCCC3)cc2)c1C	i	i	i	i	i	i	10	i	-0.2	i	i
CC(=O)N=c1c(C#N)cc2c(=O)n3cccc(C)c3nc2n1Cc1ccco1	i	i	i	i	i	i	7	i	0.1	i	i
CCN(c1ccccc1)S(=O)(=O)c1ccc2[nH]cc(C(=O)N3CCOCC3)c(=O)c2c1	i	i	i	i	i	i	8	i	-0.2	i	i
COc1ccc(CC(=O)Nc2ccc(C(=O)NC(C)(C)C)cc2)cc1	i	i	i	i	i	i	15	i	·	i	i
Cc1cccc(C)c1NC(=S)N1CCC(N(C)CC2CCCO2)CC1 (configuration not stated)	i	i	i	i	i	i	20	i	-0.1	i	i
Cc1ccc(S(=O)(=O)CC(=O)N2CCN(c3ccc(F)cc3)CC2)cc1	i	i	i	i	i	i	12	i	0.9	i	i
CC1C(=O)N2CCCc3cc(NC(=O)C(=O)NCCc4ccccc4)cc1c32 (configuration not stated)	i	i	i	i	i	i	2	i	-0.5	i	i
COCCN(C(=O)Cc1cccs1)C(C(=O)NCc1ccc(OC)cc1)c1ccc(OC)cc1 (configuration not stated)	i	i	i	i	i	i	14	i	-0.1	i	i
Cc1cc(NC(=O)COC(=O)c2cc3c(s2)CCC(C)C3)no1 (configuration not stated)	i	i	i	i	i	i	10	i	-0.2	i	i
CC(=O)c1ccc(NC(=O)COC(=O)CCc2ccc(S(=O)(=O)N3CCOCC3)cc2)cc1	i	i	i	i	i	i	21	i	0.4	i	i
Cc1ccc(C(=O)OCC(=O)Nc2ncc(Cl)cc2Cl)cc1NC(=O)c1ccco1	i	i	i	i	i	i	15	i	·	i	i
Cc1ccn2cc(CSc3ccccc3N)nc2c1	i	i	i	i	i	i	-2	i	1.5	i	i
CCOC(=O)c1c(N)sc(C(=O)N2CCCC(C(N)=O)C2)c1C (configuration not stated)	i	i	i	i	i	i	12	i	-0.2	i	i
O=C1CCn2nc(-c3ccc(Cl)cc3)cc2N1	i	i	i	i	i	i	1	i	3.2	i	i
CC(=O)/C(C#N)=C1\NC(=O)C(Cc2ccc(C)c(C)c2)S1 (configuration not stated)	i	i	i	i	i	i	2	i	3.1	i	i
O=c1[nH]c2ccccc2c(O)c1-c1ccccc1[N+](=O)[O-]	i	i	i	i	i	i	13	i	0.1	i	i
COc1cc(C2C(C#N)=C(N)Oc3cc(N(C)C)ccc32)cc2c1OCO2 (configuration not stated)	i	64*	i	i	12*	94*	45	i	0.7	i	i
CCCC(C)C(=O)OCC(=O)Nc1c(Br)cc(C)cc1Br (configuration not stated)	i	i	i	i	i	i	5	i	-0.7	i	i
CC1(C)CC(=O)C=C(Nc2ccc(C(=O)O)cc2)C1	i	i	i	i	i	i	12	i	1.4	i	i
Cc1ccc(C(=O)NC2CCCc3c2cnn3-c2ccc(F)cc2F)cn1 (configuration not stated)	i	i	i	i	i	i	-4	i	1.2	i	i
O=C(c1cccnc1)N1CCN(C(=O)c2cccc(Cl)c2)CC1	i	i	i	i	i	i	1	i	-0.3	i	i
OC(Cn1cccn1)c1ccccc1 (configuration not stated)	i	i	i	i	i	i	5	i	-2.0	i	i
Cc1ccc(C(=O)COC(=O)C(C)N2C(=O)C3C4CCC(C4)C3C2=O)cc1 (configuration not stated)	i	i	i	i	i	i	28	i	-0.1	i	i
Cc1nnc(SCC(=O)N2CCN(S(=O)(=O)c3ccccc3)CC2)s1	i	i	i	i	i	i	29	i	0.4	i	i
CC1CC(C)(C)NC(=S)N1CCCC(=O)Nc1ccc(Br)cc1 (configuration not stated)	i	i	i	i	i	i	·	i	-0.9	i	i
O=C(NCc1ccccn1)C(=O)NCC1OCCCN1S(=O)(=O)c1cc(F)ccc1F (configuration not stated)	i	i	i	i	i	i	16	i	0.2	i	i
Cc1c(C(N)=O)sc2ncn(CC(=O)N(C)C3CCCCC3)c(=O)c12	i	i	i	i	i	i	-19	i	-0.3	i	i
Cc1cccc(NC2=C(Cl)C(=O)OC2OC(C)C)c1 (configuration not stated)	i	i	i	i	i	i	16	i	0.8	i	i
COc1ccc(OC)c(C2=NO[C@@H]3C(=O)N(c4cc(Cl)ccc4OC)C(=O)[C@H]23)c1	i	i	i	i	i	i	-10	i	-0.9	i	i

Compound activity as filed in PubChem.
